USP1-UAF1 inh: inhibitors of human USP1/UAF1 deubiquitinase; O94782; recombinant USP1/UAF1, Ub-Rhodamine cleavage fluorescence; Potency, µM (highest dose often 57.1 µM), inactives show at the top dose activity change, negative = inhibition, actives largely listed as inhibitors; actives 0.23% (n = 390,000); further: potency means the concentration at half of the fitted maximal effect; on the % scale 0 is the no-effect control and ±100 the full control effect; nearly all actives have a fitted effect of over 60% in size; inactives centre near -12
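High-throughput fluorogenic screen: 1nM USP1/UAF1 complex, Ub-Rho substrate 150nM final, 50mM HEPES pH 7.8 with 0.5mM EDTA, 0.1 mg/ml BSA, 1mM TCEP and 0.01% Tween-20.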
GLS inh: blocks human kidney-isoform glutaminase activity; Potency, µM (doses to about 45.5 µM), inactives show at the top dose activity change, negative = inhibition, actives largely listed as inhibitors; actives 0.21% (n = 410,000); O94925; GLS enzymatic activity, qHTS titration; further: potency means the concentration at half of the fitted maximal effect; on the % scale 0 is the no-effect control and ±100 the full control effect
Target sequence (O94925 whole entry, looked up, canonical isoform): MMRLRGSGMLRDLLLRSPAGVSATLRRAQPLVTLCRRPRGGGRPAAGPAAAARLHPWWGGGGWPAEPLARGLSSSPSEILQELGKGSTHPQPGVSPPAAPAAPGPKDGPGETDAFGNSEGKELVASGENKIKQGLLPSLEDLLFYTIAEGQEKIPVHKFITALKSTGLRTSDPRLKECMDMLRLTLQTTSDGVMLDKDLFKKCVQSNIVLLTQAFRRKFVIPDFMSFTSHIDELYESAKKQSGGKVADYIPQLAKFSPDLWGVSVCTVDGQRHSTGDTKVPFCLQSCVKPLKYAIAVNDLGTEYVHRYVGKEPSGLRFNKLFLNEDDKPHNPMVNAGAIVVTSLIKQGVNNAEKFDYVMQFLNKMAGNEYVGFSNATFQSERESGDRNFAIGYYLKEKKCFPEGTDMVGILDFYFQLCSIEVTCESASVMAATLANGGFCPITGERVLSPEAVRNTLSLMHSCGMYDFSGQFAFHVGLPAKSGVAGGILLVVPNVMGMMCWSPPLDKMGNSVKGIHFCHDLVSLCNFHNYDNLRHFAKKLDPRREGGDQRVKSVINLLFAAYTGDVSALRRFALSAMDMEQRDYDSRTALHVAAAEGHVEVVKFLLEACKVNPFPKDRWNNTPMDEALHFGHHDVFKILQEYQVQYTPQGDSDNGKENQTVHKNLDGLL
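Enzyme dispensed in phosphate buffer (45 mM, pH 8.2, 0.02% Tween-20), compounds pinned in, then 1 mM L-glutamine solution and the glutamate oxidase–HRP–Amplex Red mix added; fluorescence read immediately and again after 30 min at room temperature.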
TrxR1 substrate: rat thioredoxin reductase 1 substrate activity | actives 0.01% (n = 390,000) | O89049 | Potency, µM (top dose mostly 114 µM), without a hit: at the highest dose activity change, negative = substrate turnover | purified TrxR1 substrate turnover, NADPH consumption readout; further: potency means the concentration at half of the fitted maximal effect; on the % scale 0 is the no-effect control and ±100 the full control effect; nearly all actives have a fitted effect of over 50% in size
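Rat TrxR1, dispensed at 90 nM, was prereduced with 400 uM NADPH (final) for 5 min at ~22 deg C, then incubated with compound 15 min before 400 uM selenite. A first-read NADPH fluorescence drop versus no-compound background flagged substrates.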
rTrxR1 inhibitor: rat TrxR1 inhibition. O89049. recombinant rTrxR1, NADPH fluorescence consumption, selenite substrate. Potency, µM (highest dose often 114 µM), for inactives: at the top dose activity change, negative = inhibition, most hits filed as inhibitors. actives 1% (n = 390,000); further: potency means the concentration at half of the fitted maximal effect; on the % scale 0 is the no-effect control and ±100 the full control effect; nearly all actives have a fitted effect of over 65% in size
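Rat TrxR1 (90 nM in the dispensed reagent) was pre-reduced with 400 uM NADPH for 5 min at room temperature, then incubated with compound for 15 min. After 400 uM selenite was added, NADPH fluorescence (Ex 340/Em 450 nm) was followed for 8 min.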
PGK inhibitor: blocks T. brucei phosphoglycerate kinase | AID 602233 | P07378 | PGK/GAPDH coupled, Kinase-Glo luminescence, 60 min | actives 0.043% (n = 380,000) | Potency, µM (highest dose often 57.5 µM), inactives show top-dose activity change, negative = inhibition, hits mostly inhibitors; further: potency means the concentration at half of the fitted maximal effect; on the % scale 0 is the no-effect control and ±100 the full control effect; nearly all actives have a fitted effect of over 60% in size
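Recombinant glycosomal PGK reaction used 1,3-bisphosphoglycerate generated in-well by GAPDH (100nM final) in 100mM TEA pH 7.6, 5mM MgCl2, 0.01% Tween-20. After 60 minutes at room temperature, ATP was read by Kinase-Glo Plus luminescence end-point.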
Pin1 inhibitor: human Pin1 inhibition; Pin1 FP peptide displacement, HiFluor488, 10 min; Potency, µM (highest dose often 115 µM), inactives show at the highest dose activity, negative = inhibition, usual class: inhibitors; actives 0.009% (n = 390,000); AID 504891; active means well fitted inhibition curve with a large enough effect in the polarisation, with a control signal flat, not every such curve was filed as active; inconclusive means small, poorly fitted or top-dose-only effect, or effect the other way, or a change in a side signal; inactive means no such curve, though single readings can be large or run the other way; the % refers to the polarisation; further: potency means the concentration at half of the fitted maximal effect; on the % scale 0 is the no-effect control and ±100 the full control effect
HP1b chromo inh: blocks HP1-beta chromodomain binding to methylated histone tails; Potency, µM (highest dose often 114 µM), without a hit: at the highest dose activity change, negative = inhibition, usual class: inhibitors; AlphaScreen HP1-beta / biotin-H3K9me3 peptide binding; actives 0.56% (n = 390,000); further: potency means the concentration at half of the fitted maximal effect; nearly all actives have a fitted effect of over 70% in size; inactives centre near 23
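Compound inhibition of the preformed complex between 50 nM HP1-beta and 50 nM biotinylated H3K9me3 peptide was read by AlphaScreen. Buffer was PBS pH 7.4 with 0.01% Tween-20. Incubations ran 30 min at room temperature, with 10 ug/mL donor/acceptor beads.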
PI4K2A block: inhibitors of human PI4K2A; Q9BTU6; purified PI4K2A, ADP-Glo luminescence, 1 h; active compounds read low; activity change, negative = inhibition, % at 76.9 µM; actives 0.13% (n = 420,000); in the data active means activity change below about -50%; inconclusive means mostly about -30% to -49%;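 further: -100% = wells without enzyme as full effect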
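ADP-Glo luminescence measured ADP generated by PI4K2A enzyme (4 ug/mL before mixing) with 1.2 mM PI substrate (pre-mix) and 300 microM ATP (pre-mix). Tris pH7.5 buffer with MgCl2, Triton X-100; 1 h reaction at ambient temperature.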
IDH1 R132H inh: human IDH1 R132H inhibition. IDH1-R132H enzyme, NADPH consumption, diaphorase/resazurin fluorescence. Potency, µM (doses to about 76.6 µM), inactives show at the top dose activity change, negative = inhibition, usual class: inhibitors. actives 0.093% (n = 390,000). AID 602179; further: potency means the concentration at half of the fitted maximal effect; on the % scale 0 is the no-effect control and ±100 the full control effect; nearly all actives have a fitted effect of over 65% in size
Target sequence (O75874 whole entry R132H, stated change not applied): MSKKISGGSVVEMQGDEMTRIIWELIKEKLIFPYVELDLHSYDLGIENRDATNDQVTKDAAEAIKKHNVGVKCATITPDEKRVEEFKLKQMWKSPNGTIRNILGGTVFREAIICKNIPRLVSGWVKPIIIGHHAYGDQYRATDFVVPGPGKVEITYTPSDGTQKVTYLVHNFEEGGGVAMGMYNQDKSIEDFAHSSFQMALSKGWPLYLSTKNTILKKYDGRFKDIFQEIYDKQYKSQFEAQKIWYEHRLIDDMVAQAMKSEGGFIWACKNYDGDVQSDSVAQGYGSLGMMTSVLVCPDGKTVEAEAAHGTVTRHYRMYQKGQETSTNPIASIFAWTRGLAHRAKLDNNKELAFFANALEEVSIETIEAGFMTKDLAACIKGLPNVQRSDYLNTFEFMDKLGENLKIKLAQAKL
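IDH1-R132H (0.5 ug/mL) preincubated 30 min with compound, then NADPH (0.016 mM) and alpha-KG (2 mM) added; 80 min at RT, pH 7.5. Remaining NADPH coupled via diaphorase/resazurin to fluorescence (540/590 nm); concentration-response curves normalized to no-enzyme control.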
An asterisk follows results filed as active; i = inactive; ? = inconclusive; & = joins results of further samples; [ ] = another dose, or the depositor's remark. Unless noted, the call rests on the fitted dose curve; in most records, active means well fitted curve in the direction sought with a large enough effect; inconclusive means small, poorly fitted or top-dose-only effect, or another doubt; inactive means no such curve, though single readings can be large; an effect the other way counts as inactive or inconclusive. The list is partial (hit frequency here may not be typical).

A first look, 2 compounds:
SMILES	USP1-UAF1 inh	GLS inh	TrxR1 substrate	rTrxR1 inhibitor	PGK inhibitor	Pin1 inhibitor	HP1b chromo inh	PI4K2A block	IDH1 R132H inh
COc1ccc(S(=O)(=O)N2CCCCCC2)cc1C(=O)N(C)CC(=O)Nc1ccccc1Br	-3%	5%	1%	6%	9%	3%	20%	-5	0%
COc1ccc2c(CC(=O)NNC(=O)c3ccc(O)cc3)coc2c1	-16%	4%	6%	15%	-4%	-1%	24%	-14	-7%

Main list (from the top)
SMILES	USP1-UAF1 inh	GLS inh	TrxR1 substrate	rTrxR1 inhibitor	PGK inhibitor	Pin1 inhibitor	HP1b chromo inh	PI4K2A block	IDH1 R132H inh
COc1ccc(S(=O)(=O)N2CCCCCC2)cc1C(=O)N(C)CC(=O)Nc1ccccc1Br	-3%	5%	1%	6%	9%	3%	20%	-5	0%
COc1ccc2c(CC(=O)NNC(=O)c3ccc(O)cc3)coc2c1	-16%	4%	6%	15%	-4%	-1%	24%	-14	-7%
CCSc1ccc([C@@H]2[C@@H]3C(=O)N(C)C(=O)[C@@H]3[C@]3(C(=O)OC)CCCCN23)cc1OC	-32%	-1%	-2%	-9%	-9%	-12%	28%	-1	-23%
COc1ccc(-n2c(SCC(=O)/C(C#N)=C(\C)N)nc3ccccc3c2=O)cc1OC	-9%	-7%	-10%	-29%	5%	6%	20%[57 µM]	0	-5%
Cc1cc(C)cc(NS(=O)(=O)c2ccc3[nH]cc(C(=O)NCCc4ccccc4)c(=O)c3c2)c1	-2%	3%	1%	23%	-5%	15%	27%	-5	-12%
Cc1ccc(CSCc2ccc(C(=O)NCC3CCCO3)o2)cc1 (centres undefined)	-13%	-1%	-1%	19%	-9%	-3%	28%	4	33%[activator]
COC(=O)c1ccc(Nc2nc(N3CCOCC3)nc(N3CCOCC3)n2)cc1	-29%	8%	12%	21%	-10%	-1%	36%	0	4%
COC(=O)c1ccc(COc2cccc3c2OC(C)(C)C3)cc1	-6%	3%	1%	12%	-12%	-2%	15%	-2	6%
N#CC1C(=O)NC(c2ccccc2)=CC1c1ccccc1 (centres undefined)	?	4%	12%[57.1 µM]	3%[2.29 µM]	7%	3%	17%[57 µM]	0	52µM*
COc1ccc(CCNC(=O)c2nnc(Cc3ccc(Cl)cc3)o2)cc1OC	-13%&-28%	-5%&-4%	-2%&0%	2%&2%	-7%&-2%	-4%&-2%	27%&43%	4&2	-12%&13%
CCOc1ccc2nc(NC(=O)C34CC5CC(CC(NC(C)=O)(C5)C3)C4)sc2c1	-2%	0%	-12%	-9%	-3%	50%[activator]	-4%	0	-7%
O=C(Nc1ccccc1)C1CCN(C(=O)c2ccccc2)CC1	-7%	5%	3%	10%	i	-2%	17%	-1	10%
Cc1c(C(=O)N2CCOCC2)[nH]c2ccc(OCc3ccccc3)cc12	-11%	5%	-11%	-17%	-9%	-1%	11%	-1	2%
OCCC1CN(Cc2c(O)ccc3ccccc23)CCN1CCc1ccccc1 (centres undefined)	-23%	0%	2%	?	-3%	0%	-2%	-8	13%
COc1ccccc1CNC(=O)c1ccc(CNc2c(N3CCCC3)c(=O)c2=O)cc1	-3%	3%	-1%	18%	-3%	-2%	49%[activator]	1	1%
Cc1ccc(S(=O)(=O)N(Cc2ccccc2)Cc2ccco2)cc1	-5%	-13%	-11%	-25%	-2%	0%	73%[activator]	-2	7%
CC(NC(=O)c1ccccc1Cl)C(=O)N1CCN(Cc2ccc3c(c2)OCO3)CC1 (centres undefined)	-16%	-7%	3%	0%	i	1%	26%	5	-2%
O=C(CCC(=O)N/N=C/c1ccccc1O)NCc1ccccc1	-16%	51%[activator]	-5%	-16%	i	-5%	44%[activator]	1	2%
CO/N=C(\C(=O)N[C@@H]1C(=O)N2C(C(=O)O)=C(COC(C)=O)CS[C@H]12)c1csc(N)n1 (stereo in doubt)	-12%&15%&-21%	?	1%&-11%&2%	?	?	?	?	-7&-5&-15	-6%&-2%&8%
O=C(Nc1ccc(OC(F)F)c(Cl)c1)[C@@H]1CCCN1C(=O)c1cccs1	-13%	-2%	7%[57.1 µM]	8%[57.1 µM]	-4%	-5%	36%	3	4%
COc1ccccc1Nc1nc2nonc2nc1N1CCCCC1C (centres undefined)	?	-1%	-2%	22%	-6%	24%	16%	9	7%
O=C(COC(=O)COc1ccccc1[N+](=O)[O-])NCc1ccc2c(c1)OCO2	-4%	-2%	-4%	-9%	-2%	-9%	10%	-4	10%
Cc1cccc(-n2c(SCc3nc(-c4ccccc4C)no3)nnc2-c2ccccc2)c1	-26%	1%	1%	13%	-8%	3%	45%[activator]	-2	-19%
CC1=C(C(=O)Nc2cccnc2)C(c2ccc(Cl)cc2)n2nc(-c3ccccc3)nc2N1 (centres undefined)	-24%	-2%	4%	-2%	0%	13%	31%	-4	?
CCN(CC)C(=O)C(=O)c1c(-c2ccccc2)[nH]c2ccccc12	-19%	-2%	-3%	-7%	-5%	-4%	37%	6	5%

The results go on:
SMILES	USP1-UAF1 inh	GLS inh	TrxR1 substrate	rTrxR1 inhibitor	PGK inhibitor	Pin1 inhibitor	HP1b chromo inh	PI4K2A block	IDH1 R132H inh
Cc1ccc(OCCC(=O)OCC(=O)Nc2cc(C)cc(C)c2)cc1	-16%	-7%	1%	15%	-1%	?	27%	-3	-4%
COc1ccc(/C=C/C(=O)OCC(=O)c2c(N)n(C)c(=O)n(C)c2=O)c(OC)c1	0%	-11%	7%[57.1 µM]	-7%[57.1 µM]	-3%	3%	15%	9	-7%
COc1ccc(C2/C(=C(/O)c3ccc4c(c3)CC(C)O4)C(=O)C(=O)N2CCCn2ccnc2)cc1OC (centres undefined)	-17%	0%	-5%	4%	7%	-10%	14%	-23	-9%
S=C(NCc1cccnc1)c1ccccc1	-25%	-10%	-7%	5%[57.1 µM]	-2%	-10%	8%	5	-2%
CCc1ccc(NC(=O)Cn2c3ncccc3c(=O)n2-c2ccc(C)c(C)c2)cc1	?	0%	20%[57.1 µM]	1%[57.1 µM]	-6%	7%	25%	2	15%
CC(C)(C)NC(=O)c1cc(Cl)ccc1[N+](=O)[O-]	-5%	8%	-14%	-13%	i	2%	15%	0	6%
Cc1csc(SCC(=O)Nc2ccccn2)n1	-9%	1%	-5%	-60%	-2%	5%	21%	30	-1%
COc1cc2c(cc1OC)CN(C(=O)c1ccc(OC)c(S(=O)(=O)N3CCOCC3)c1)CC2	-10%	0%	-5%[57.1 µM]	-6%[57.1 µM]	-4%	6%	10%	1	-1%
Cc1cccc(-c2nc(SCC(=O)Nc3cccc(C(F)(F)F)c3)n3[nH]c(=O)cc3n2)c1	-2%	?	-4%[57.1 µM]	11%[57.1 µM]	?	?	?	-3	-22%
S=C(Nc1ccccc1Cl)NC1CCCCCC1	-3%	5%	-3%	3%	-6%	-3%	52%[activator]	0	2%

A different layout for 10 compounds above.
Structure | USP1-UAF1 inh | GLS inh | TrxR1 substrate | rTrxR1 inhibitor | PGK inhibitor | Pin1 inhibitor | HP1b chromo inh | PI4K2A block | IDH1 R132H inh
CC1=C(C(=O)Nc2cccnc2)C(c2ccc(Cl)cc2)n2nc(-c3ccccc3)nc2N1 (centres undefined) | -24% | -2% | 4% | -2% | 0% | 13% | 31% | -4 | ?
CCN(CC)C(=O)C(=O)c1c(-c2ccccc2)[nH]c2ccccc12 | -19% | -2% | -3% | -7% | -5% | -4% | 37% | 6 | 5%
Cc1ccc(OCCC(=O)OCC(=O)Nc2cc(C)cc(C)c2)cc1 | -16% | -7% | 1% | 15% | -1% | ? | 27% | -3 | -4%
COc1ccc(/C=C/C(=O)OCC(=O)c2c(N)n(C)c(=O)n(C)c2=O)c(OC)c1 | 0% | -11% | 7%[57.1 µM] | -7%[57.1 µM] | -3% | 3% | 15% | 9 | -7%
COc1ccc(C2/C(=C(/O)c3ccc4c(c3)CC(C)O4)C(=O)C(=O)N2CCCn2ccnc2)cc1OC (centres undefined) | -17% | 0% | -5% | 4% | 7% | -10% | 14% | -23 | -9%
S=C(NCc1cccnc1)c1ccccc1 | -25% | -10% | -7% | 5%[57.1 µM] | -2% | -10% | 8% | 5 | -2%
CCc1ccc(NC(=O)Cn2c3ncccc3c(=O)n2-c2ccc(C)c(C)c2)cc1 | ? | 0% | 20%[57.1 µM] | 1%[57.1 µM] | -6% | 7% | 25% | 2 | 15%
CC(C)(C)NC(=O)c1cc(Cl)ccc1[N+](=O)[O-] | -5% | 8% | -14% | -13% | i | 2% | 15% | 0 | 6%
Cc1csc(SCC(=O)Nc2ccccn2)n1 | -9% | 1% | -5% | -60% | -2% | 5% | 21% | 30 | -1%
COc1cc2c(cc1OC)CN(C(=O)c1ccc(OC)c(S(=O)(=O)N3CCOCC3)c1)CC2 | -10% | 0% | -5%[57.1 µM] | -6%[57.1 µM] | -4% | 6% | 10% | 1 | -1%
